High-throughput results deposited in PubChem by Sanford-Burnham Center for Chemical Genomics.
SENP7 inh: SENP7 protease inhibitors, primary screen, biochemical, luminescence, uHTS. Sentrin-specific protease 7 (Homo sapiens), Q9BQF6. recombinant SENP7, Z-RLRGG-aminoluciferin luminescence, 40 min. inhibition, % at 5 µM. 330,000 tested, 1.5% active. AID 434973, 2010;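 active means inhibition above about 50% at the single test dose, limit read from the data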;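 further: plate controls were DMSO with enzyme for no effect and no enzyme buffer wells for full effect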
Target sequence (Q9BQF6 706-1050 limits assumed): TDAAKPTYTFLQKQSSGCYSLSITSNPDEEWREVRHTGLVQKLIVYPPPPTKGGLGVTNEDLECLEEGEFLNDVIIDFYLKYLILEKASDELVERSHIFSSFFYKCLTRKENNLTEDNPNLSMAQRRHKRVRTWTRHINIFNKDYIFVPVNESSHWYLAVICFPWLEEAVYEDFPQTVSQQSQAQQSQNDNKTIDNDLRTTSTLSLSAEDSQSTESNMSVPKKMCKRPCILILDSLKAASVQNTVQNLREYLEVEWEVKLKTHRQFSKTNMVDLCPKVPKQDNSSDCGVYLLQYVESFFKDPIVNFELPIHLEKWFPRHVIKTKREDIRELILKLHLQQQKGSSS
SENP1 inh: human SENP1 catalytic domain inhibitors, primary screen, biochemical, FRET, uHTS | recombinant SENP1 catalytic domain, CyPet-SUMO1-YPet FRET cleavage | inhibition, % at 10 µM | 360,000 tested, 0.21% active;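 active means inhibition at least 30% at 10 µM, raw YFP signal under a set limit, fluorescence ratio 0.5 to 1.5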;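 further: 0% = enzyme with DMSO and 100% = no enzyme wells; some results filed as inactive read as strong as hits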
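Material – human SENP1 catalytic domain · Input – SENP1 enzyme, 20 pM final · Compound dosing – single concentration of 10 µM compound, 0.5% DMSO final · Timing – enzyme reaction for 50 min at room temperature, dark · Measured by – FRET fluorescence in CFP and YFP emission channels · Control set – no-enzyme wells low, DMSO-plus-enzyme wells high control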
SENP6 inh: SENP6 protease inhibitors, primary screen, biochemical, luminescence, uHTS; 330,000 tested, 1.8% active; inhibition, % at 10 µM; Recombinant SENP6 catalytic domain, aminoluciferin luminescence;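 active means inhibition above about 50% at the single tested dose, limit read from the data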;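 further: plate controls were DMSO wells with enzyme for no effect and DMSO wells lacking enzyme for full effect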
Target sequence (Q9GZR1 628-1112 limits assumed): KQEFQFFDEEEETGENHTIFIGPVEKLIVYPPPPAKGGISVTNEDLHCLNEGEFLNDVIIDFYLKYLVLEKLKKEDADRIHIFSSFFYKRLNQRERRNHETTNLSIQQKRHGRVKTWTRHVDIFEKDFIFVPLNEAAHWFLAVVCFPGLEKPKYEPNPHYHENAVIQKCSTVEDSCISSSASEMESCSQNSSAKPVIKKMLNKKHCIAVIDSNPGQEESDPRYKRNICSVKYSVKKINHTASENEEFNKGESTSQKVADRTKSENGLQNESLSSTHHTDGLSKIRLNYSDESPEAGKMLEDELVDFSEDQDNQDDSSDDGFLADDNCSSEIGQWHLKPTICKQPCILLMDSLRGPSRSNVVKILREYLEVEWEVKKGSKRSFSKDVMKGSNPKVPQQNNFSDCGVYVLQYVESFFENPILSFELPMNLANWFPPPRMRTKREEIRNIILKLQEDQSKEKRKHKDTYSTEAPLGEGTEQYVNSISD
Apaf-1 inh: inhibitors of human Apaf-1 apoptosome, primary screen, biochemical, DEVD-Rh110 fluorescence, uHTS | reconstituted apoptosome caspase-3 activity | inhibition, % at 20 µM | 330,000 tested, 0.71% active; active means inhibition of at least 40% at 20 µM;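 further: plate controls were DMSO wells for no effect and DEVD-CHO caspase inhibitor wells for full effect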
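System: reconstituted apoptosome with Apaf-1, cytochrome c, caspase-9, procaspase-3, dATP; Signal: Rh110 fluorescence intensity; Schedule: 30 min compound preincubation, 50 min activation, room temperature; Reagent: cytochrome c trigger plus (Z-DEVD)2-Rh110 caspase-3 substrate.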
SENP8 block-1: human SENP8 protease inhibitors, primary screen, biochemical, fluorescence, Nedd8 protein substrate, uHTS; 360,000 tested, 0.64% active; Sentrin-specific protease 8 (Homo sapiens), Q96LD8; recombinant SENP8; inhibition, % at 20 µM; AID 602440, 2012; in the data active means inhibition mostly above about 40%, no sharp cut-off; inactive means mostly below about 27%
Target sequence (Q96LD8 whole entry, looked up): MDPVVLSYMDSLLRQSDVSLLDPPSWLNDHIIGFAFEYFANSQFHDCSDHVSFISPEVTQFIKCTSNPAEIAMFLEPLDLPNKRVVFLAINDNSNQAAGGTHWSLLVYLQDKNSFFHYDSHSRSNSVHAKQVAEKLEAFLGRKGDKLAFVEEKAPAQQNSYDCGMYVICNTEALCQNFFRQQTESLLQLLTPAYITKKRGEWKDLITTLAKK
HKDC1 inhibitor: HKDC1 hexokinase inhibitors, primary screen, biochemical, fluorescence, uHTS. Q2TB90. recombinant HKDC1, G6PDH/diaphorase resazurin coupled fluorescence. inhibition, % at 20 µM. 340,000 tested, 0.16% active;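 active means inhibition above about 35% when tested at 20 µM, limit read from the data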;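 further: plate controls were DMSO wells with enzyme for no effect and DMSO wells lacking enzyme for full effect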
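Material – in-house recombinant HK5 (HKDC1) enzyme · Quantity – HKDC1 at 5 µg/mL · Buffer or medium – pH 8.0 Tris buffer with 10 mM MgCl2 · Reagent – glucose with 1 mM ATP · Dosing – single 20 µM dose · Times – reaction time 90 min, room temperature, protected from light · Technique – resorufin fluorescence at 613 nm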
SENP8 block-2: SENP8 protease inhibitors, primary screen, biochemical, luminescence. Sentrin-specific protease 8 (Homo sapiens), Q96LD8. purified SENP8, Z-RLRGG-aminoluciferin cleavage. inhibition, % at 10 µM. 330,000 tested, 1.2% active. AID 2540, 2010; in the data active means inhibition above about 50%
PfG6PD inh: PfG6PD enzyme inhibitors, primary screen, biochemical, fluorescence intensity, uHTS; PfGluPho enzyme, NADPH resazurin-diaphorase fluorescence; inhibition, % at 20 µM; 350,000 tested, 0.78% active;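 active means inhibition reaching at least a set limit at 20 µM in the primary screen, cut at about 59% in these data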;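 further: 0% = DMSO wells with substrate and 100% = DMSO wells lacking glucose-6-phosphate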
An asterisk follows results filed as active; i = inactive; . = no result given.

SMILES | SENP7 inh | SENP1 inh | SENP6 inh | Apaf-1 inh | SENP8 block-1 | HKDC1 inhibitor | SENP8 block-2 | PfG6PD inh
O=C(c1cc2cc(C(F)(F)F)ccc2s1)N1CCOCC1 | 4 | 0 | 10 | 4 | 24 | -2 | -2 | 0
O=C(Nc1cccc(NC(=O)c2cccs2)c1)c1ccc2c(c1)OCO2 | 32 | 1 | 13 | -11 | 22 | -1 | 13 | -1
CC(=O)Nc1ccc(NC(=O)CC2Nc3cccc4cccc(c34)NC2=O)cc1 (stereo not drawn) | 75* | -29 | 93* | 96* | -91 | 7 | 75* | 40
O=C(Cc1ccc(Cl)cc1)Nc1ccc(C(=O)N2CCCCC2)cc1 | 3 | 2 | 7 | 9 | 6 | 8 | -5 | 8
O=C(CSc1ccc(Cl)cc1)N1CCN(c2ccc(Cl)cc2[N+](=O)[O-])CC1 | -1 | 2 | 9 | 9 | 16 | 1 | -4 | 1
CC(=O)N1CC2(C)CN(C(C)=O)CC(C)(C1)C2O (stereo not drawn) | -11 | 2 | -19 | -2 | 8 | -8 | -5 | -4
C=C1CC2C3CC[C@@]4(OCOC45COCO5)[C@@]3(C)C(O)CC2[C@@]2(C)CCC(=O)C=C12 (stereo partly drawn) | -9 | -5 | -2 | 18 | 18 | 14 | -6 | 9
CCC(=O)c1ccccc1OCCN1CCN(Cc2ccccc2)CC1 | 12 | 3 | 31 | -6 | 11 | -2 | 7 | -8
Cc1nc(C(=O)N2CCc3c([nH]c4ccccc34)C2c2cc(F)ccc2F)cs1 (stereo not drawn) | -6 | -1 | -14 | 18 | 13 | 3 | -3 | 10
CSc1ccccc1C(=O)N1CCC(CCC(=O)NCc2ccc(F)cc2)CC1 | -10 | -1 | -7 | 5 | 0 | -5 | -13 | 9
C=C(C)Cc1c(C)c(C#N)c2nc3ccccc3n2c1N1CCCCC1 | 5 | -21 | 1 | 25 | -256 | -2 | -4 | 5
CC(C)C(NC(=O)CN1C(=O)c2ccccc2C1=O)c1ccccc1 (stereo not drawn) | -1 | 2 | -8 | 1 | 12 | -7 | 12 | 5
COc1cc(C(=O)N2CCC(NC(=O)C(Cc3ccccc3C)NC(C)=O)CC2)cc(OC)c1OC (stereo not drawn) | 6 | -1 | 2 | -6 | 7 | 3 | -1 | -19
O=C(Cc1cccc(C(F)(F)F)c1)Nc1cc(S(=O)(=O)N2CCOCC2)ccc1N1CCCC1 | 0 | -3 | 2 | 9 | 9 | 4 | 1 | 13
COc1ccc2cc3cc(C(=O)NCCN4CCc5ccccc5C4)oc3nc2c1 | 4 | -12 | 10 | 14 | i | 8 | 5 | 10
O=c1c2c(-c3ccccc3)csc2nc2c3ccccc3c(NCCN3CCOCC3)nn12 | . | -105 | . | . | -470 | 4 | . | 20
CCCCc1nnc(NC(=O)CSc2nc(N)cc(=O)[nH]2)s1 | 8 | 2 | 10 | 20 | 4 | -5 | 4 | -2
OCCC1CN(Cc2ccc3nsnc3c2)CCN1C1CCCCC1 (stereo not drawn) | -8 | -3 | -8 | -6 | 16 | -8 | -6 | 3
CSc1cccc(NC(=O)CN(c2cc(C)ccc2C)S(C)(=O)=O)c1 | -9 | -1 | -27 | 22 | 10 | 7 | -5 | 1
O=C(Nc1cccc(S(=O)(=O)N2CCCCC2)c1)c1ccco1 | 1 | -1 | 4 | -1 | 15 | 3 | 11 | 11
O=C(Nc1ccc(F)cc1F)c1cccc(C(=O)Nc2ccc(F)cc2F)n1 | 9 | 1 | 5 | -10 | -28 | -2 | 3 | 10
COCCC(C(=O)Oc1c(C(C)(C)C)cc(C)cc1C(C)(C)C)c1ccccc1 (stereo not drawn) | 0 | 0 | -4 | 18 | 4 | -2 | -6 | 8
CCCCOc1ccc(/C=C/C(=O)Nc2ccc([N+](=O)[O-])cc2C)cc1 | 1 | -2 | -10 | 6 | 23 | 11 | -7 | -12
CC(C)(C)OC(=O)C[C@H]1C/C=C\C[C@H](CC(=O)NCCO)C(=O)NC[C@H](c2ccccc2)OC1=O | -13 | -2 | -28 | -3 | 5 | 0 | -15 | -7
COC(=O)c1c(C(=O)OC)c2ccccn2c1C(=O)c1ccc([N+](=O)[O-])cc1 | 2 | 1 | -16 | 11 | 30 | -3 | -2 | 8

New compounds follow
SMILES | SENP7 inh | SENP1 inh | SENP6 inh | Apaf-1 inh | SENP8 block-1 | HKDC1 inhibitor | SENP8 block-2 | PfG6PD inh
O=C(CSC1=NCCS1)Nc1ccc(F)cc1 | -3 | 3 | -13 | -9 | 7 | -5 | 2 | 14
O=C1N(Cc2cccc(Cl)c2)C[C@@H]2C[C@@H](c3cccn3-c3nccs3)N3CCC[C@@]123 | 4 | -3 | -6 | -35 | 16 | 1 | 2 | -8
O=C(O)COc1ccc(/C=N/NC(=O)c2cn(-c3ccccc3)nc2-c2ccccc2)cc1 | 3 | -2 | -22 | 6 | -4 | -1 | 6 | 0
CCCCN(C)C(=O)c1cn(-c2cccc(OC)c2)c(=O)c2ccccc12 | -7 | 2 | 6 | 5 | -18 | 5 | 1 | 14
COc1ccccc1NC(=O)C(C)OC(=O)C1CCC(C(C)(C)C)CC1 (stereo not drawn) | -9 | 2 | -5 | 28 | 18 | 7 | -3 | 16
COCCn1c(=O)[nH]c2cc(C(=O)NCCc3ccc(S(N)(=O)=O)cc3)ccc2c1=O | -7 | -3 | 0 | 2 | -169 | 12 | -5 | 2
COc1ccc(CNC(=O)c2cnc3cc(C)ccn3c2=O)cc1 | 1 | -75 | 5 | 5 | -369 | -1 | 6 | 13
CC(=O)Oc1cc2c(C(=O)NCCN3CCOCC3)c(C)oc2c2ccccc12 | -2 | 0 | 7 | -16 | 25 | 4 | 6 | 5
Cc1cc(C)c(C2=CSC3=NS(=O)(=O)CCN23)c(C)c1 | -4 | 2 | -35 | -5 | 10 | 5 | -2 | -9
Cc1cc(C)c2c(c1)cc(C)c1nnc(SCC(=O)N3CCCc4ccccc43)n12 | 6 | 1 | 1 | 14 | -5 | 0 | -1 | -4
O=C(Cn1[nH]c(=O)c2ccccc2c1=O)Nc1ccc(-c2nnc3n2CCCCC3)cc1 | 4 | 0 | 6 | -7 | 12 | -4 | -7 | -3
COc1ccc(C2c3ccc(O)cc3Oc3ncn4nc(-c5cccnc5)nc4c32)cc1OC (stereo not drawn) | -2 | -77 | -15 | -23 | 11 | -9 | 1 | 17
CC(Oc1ccccc1)C(=O)N=C1SC2CS(=O)(=O)CC2N1c1cccc(F)c1 (stereo not drawn) | 1 | 2 | -3 | -7 | 3 | 2 | 5 | -2
COCCNC(=O)COc1ccc(Oc2ccccc2)cc1 | -8 | 0 | 5 | -5 | 15 | 2 | -7 | -10
CCN1CCN(C(=O)Cn2ncc3c([nH]c4ccc(C)cc43)c2=O)CC1 | 1 | 5 | -7 | 20 | -105 | -4 | -5 | 2
CCN(CC)C(=O)Cn1c(=O)n(CC(=O)N2CCCCC2)c(=O)c2sccc21 | 3 | 0 | 11 | -4 | 10 | 0 | 3 | -3
COC(=O)CSc1nc(C)c(C)c(C)c1C(N)=O | 2 | 0 | -11 | -1 | 14 | -14 | -12 | 5
O=C(CSC1CC(=O)N(c2ccc(C(=O)O)cc2)C1=O)Nc1ccc2ccccc2c1 (stereo not drawn) | -4 | -1 | -22 | 12 | -1 | 9 | -8 | -18
c1ccc(C2CC(c3cccs3)n3nnnc3N2)cc1 (stereo not drawn) | -3 | 2 | -10 | 2 | 7 | -6 | -4 | -3
CN=C(C)c1c(O)c2ccccc2oc1=O | 4 | 3 | -12 | -15 | 4 | -5 | -9 | -1
COC(=O)c1[nH]c2ccccc2c1NS(=O)(=O)c1ccc(OC)cc1OC | 4 | 12 | -20 | -10 | 3 | -6 | -5 | -15
COc1cc(/C=C/C(=O)N2c3ccccc3Sc3ccc(C(F)(F)F)cc32)cc(OC)c1OC | 4 | 3 | -10 | 4 | 9 | -5 | -3 | -9
Cc1cc2c(cc1S(=O)(=O)N1CCCCC1)OCC(=O)N2 | 5 | -1 | -2 | 2 | 11 | -4 | -3 | -2
COc1ccc(OC)c(S(=O)(=O)N2CCCC(C(=O)N3CCCC3)C2)c1 (stereo not drawn) | -16 | 0 | -8 | 3 | 11 | -1 | -16 | -9
NS(=O)(=O)c1ccc2nc(NC(=O)c3ccncc3)sc2c1 | -17 | -1 | -14 | 5 | -14 | -5 | -15 | 12

Next compounds
SMILES | SENP7 inh | SENP1 inh | SENP6 inh | Apaf-1 inh | SENP8 block-1 | HKDC1 inhibitor | SENP8 block-2 | PfG6PD inh
CC(=O)c1ccc(C(=O)N(C)C2CCCN(Cc3ccccc3F)C2)s1 (stereo not drawn) | -13 | -4 | -11 | -3 | 6 | -3 | 1 | -12
CCc1c(O)nc(SCC(=O)NC(C)(C)C)n(-c2ccccc2)c1=O | 3 | 1 | -3 | -2 | 19 | -5 | 5 | 1
O=C(CSc1nnnn1C1CCCC1)Nc1cccc(NC(=O)c2ccco2)c1 | 2 | 2 | 8 | -8 | 5 | -4 | -4 | -7
COc1ccc(S(=O)(=O)N2CC(=O)Nc3ccccc32)cc1Cl | -15 | -10 | -17 | 4 | -39 | -3 | -8 | -9
CC1=C(C(=O)OCC(C)C)C(c2ccc(F)cc2)NC(=O)N1 (stereo not drawn) | 7 | 3 | -5 | -15 | 7 | -2 | -2 | -3
Cc1ccc(NNC(=O)C(=O)N2CCCCC2)cc1 | 3 | 2 | -4 | -7 | 19 | -4 | 0 | -6
Cc1ccc(-n2ncc3c(=O)n(CC(=O)N4CCCCCC4)cnc32)cc1 | -10 | -38 | 13 | 3 | -61 | -4 | -5 | 8
CC1=C(C(=O)OCc2ccc3c(c2)OCO3)C(c2ccc(O)c([N+](=O)[O-])c2)NC(=O)N1 (stereo not drawn) | 1 | 5 | 3 | -8 | 30 | 0 | 3 | 22

7 entries from above, reformatted.
mol,SENP7 inh,SENP1 inh,SENP6 inh,Apaf-1 inh,SENP8 block-1,HKDC1 inhibitor,SENP8 block-2,PfG6PD inh
CC(=O)Nc1ccc(NC(=O)CC2Nc3cccc4cccc(c34)NC2=O)cc1 (stereo not drawn),75*,-29,93*,96*,-91,7,75*,40
C=C1CC2C3CC[C@@]4(OCOC45COCO5)[C@@]3(C)C(O)CC2[C@@]2(C)CCC(=O)C=C12 (stereo partly drawn),-9,-5,-2,18,18,14,-6,9
O=c1c2c(-c3ccccc3)csc2nc2c3ccccc3c(NCCN3CCOCC3)nn12,.,-105,.,.,-470,4,.,20
CSc1ccccc1C(=O)N1CCC(CCC(=O)NCc2ccc(F)cc2)CC1,-10,-1,-7,5,0,-5,-13,9
O=C(Cn1[nH]c(=O)c2ccccc2c1=O)Nc1ccc(-c2nnc3n2CCCCC3)cc1,4,0,6,-7,12,-4,-7,-3
Cc1cc(C)c2c(c1)cc(C)c1nnc(SCC(=O)N3CCCc4ccccc43)n12,6,1,1,14,-5,0,-1,-4
COCCC(C(=O)Oc1c(C(C)(C)C)cc(C)cc1C(C)(C)C)c1ccccc1 (stereo not drawn),0,0,-4,18,4,-2,-6,8
